ABHD5 PLIN5 PPI: inhibitors of human ABHD5-perilipin-5 interaction; Q00G26+Q8WTS1; Split G. princeps luciferase complementation, luminescence, 4 h; inhibition, % at 4 µM; 360,000 compounds, 0.78% hits; AID 602281;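 active = inhibition above the mean inhibition across every tested compound plus 3 SD, cut at about 22% in these data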;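 note: 0% = DMSO only wells and the 100% control is not disclosed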
Cardio protect: myocardial damage modulation in H9c2 cells. H9c2 cardiomyocytes, H2O2 injury protection, ATPLite, 2 h. protection from H2O2 cell death, % at 20 µM. 360,000 compounds, 0.63% hits. AID 588492;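 active = compounds giving at least 50% protection of heart cells from peroxide-induced death in the single-dose screen, raw or plate-pattern-corrected value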;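 note: 0% = DMSO wells with peroxide and 100% = DMSO wells without peroxide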
m5-HT2A agonist: mouse HTR2A agonism via beta-arrestin recruitment. CHO-K1 mHTR2A beta-arrestin complementation, luminescence; percent of 30 µM serotonin response. activation, % at 7.6 µM. 360,000 compounds, 0.66% hits. AID 624169;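 active = activation above a run cutoff, the mean activation of all tested compounds plus 3 SD, cut at about 14% in these data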;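 note: 0% = plate median of compound wells and 100% = 30 µM serotonin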
MC4R antagonist: human MC4R antagonism in cAMP assay | AID 540295 | inhibition, % at 6.5 µM | P32245 | MC4R-expressing cells, MTII-stimulated cAMP, LANCE TR-FRET | 360,000 compounds, 0.48% hits;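 active = inhibition above its plate's cutoff, the mean of tested wells on that plate plus 3 SD, cut at about 29% in these data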;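 note: 0% = Melanotan II alone and 100% = Melanotan II plus saturating MCL0020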
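Material – human MC4R-expressing U2OS cells · Repeats – no replicates · Detection – TR-FRET with Eu-cAMP and labeled anti-cAMP, 671 nm · Times – compound 30 min, challenge 1 h, detection 1 h · Compound – single nominal compound dose of 6.5 µM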
N-glyco inh: N-linked glycosylation inhibition; D54 ERlucT glycosylation luciferase reporter, 24 h; percent of 100 nM tunicamycin response; reporter increase, % at 12.5 µM; 360,000 compounds, 0.23% hits;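 active = mean luciferase reporter signal, scaled so untreated is 0 and the glycosylation-blocking control 100, at or above a set limit in every replicate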;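 note: luciferase carries N-glycosylation sites so blocking glycosylation raises the light; 0% = median of neutral control wells and 100% = median of 100 nM tunicamycin wells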
Exocytosis inh: blocks lytic granule exocytosis | 360,000 compounds, 0.66% hits | TALL-104 LAMP-1 surface exposure, flow cytometry; cells stimulated with thapsigargin and PMA | inhibition, % at 10 µM;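 active = inhibition above about 55%, limit read from the data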
ABCB6 inh 2: blocks the human ABCB6 transporter; Q9NP58; K562-ABCB6 porphyrin accumulation, flow cytometry, 1 h; hits give low values; fluorescence ratio to DMSO, % at 10 µM; 360,000 compounds, 0.19% hits; AID 602162;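 active = fluorescence ratio to DMSO below 75%, the collection mean minus 3 SD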;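 note: signal is porphyrin accumulated inside mitochondria; 100% equals median channel fluorescence of DMSO control wells; lower ratio means ABCB6 inhibition with less porphyrin fluorescence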
Target sequence (Q9NP58 whole entry, looked up): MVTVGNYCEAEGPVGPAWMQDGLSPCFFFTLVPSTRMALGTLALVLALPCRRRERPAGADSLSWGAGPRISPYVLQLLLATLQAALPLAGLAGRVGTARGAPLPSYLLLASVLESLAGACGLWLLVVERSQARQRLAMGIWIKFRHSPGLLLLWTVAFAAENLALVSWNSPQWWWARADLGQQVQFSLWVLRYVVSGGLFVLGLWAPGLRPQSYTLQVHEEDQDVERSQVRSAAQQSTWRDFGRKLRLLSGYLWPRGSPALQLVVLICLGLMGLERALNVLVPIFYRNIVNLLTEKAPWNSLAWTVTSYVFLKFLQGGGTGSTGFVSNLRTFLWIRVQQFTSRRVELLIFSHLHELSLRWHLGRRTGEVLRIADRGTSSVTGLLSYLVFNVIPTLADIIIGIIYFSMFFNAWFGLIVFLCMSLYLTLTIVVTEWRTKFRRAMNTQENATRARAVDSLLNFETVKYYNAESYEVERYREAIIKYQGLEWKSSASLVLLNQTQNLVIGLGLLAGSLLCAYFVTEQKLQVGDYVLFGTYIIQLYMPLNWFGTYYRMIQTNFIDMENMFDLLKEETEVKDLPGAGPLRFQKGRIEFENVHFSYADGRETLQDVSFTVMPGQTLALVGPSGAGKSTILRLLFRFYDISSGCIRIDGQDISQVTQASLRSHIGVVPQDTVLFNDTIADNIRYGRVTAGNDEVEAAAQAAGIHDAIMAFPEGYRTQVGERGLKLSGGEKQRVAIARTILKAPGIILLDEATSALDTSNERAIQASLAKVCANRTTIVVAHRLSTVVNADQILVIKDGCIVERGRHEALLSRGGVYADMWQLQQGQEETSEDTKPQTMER
CaV13 FRET inh: Disruptors of the CACNA1D IQ motif to Ca2+-dependent inactivation inhibitor domain association, primary screening, Förster resonance energy transfer in intact living …. inhibition, % at 12.3 µM. AID 743397. 340,000 compounds, 0.098% hits. HEK cells, CFP/YFP FRET ICDI-IQ, plate reader, 10 min; percent FRET-ratio fall versus neutral wells;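 active = mean replicate inhibition of at least 30% and at least 1% of replicates passing that level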;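 note: 0% = median of the neutral control wells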
MC4R barr agon: activates human MC4R beta-arrestin recruitment. P32245. U2OS MC4R beta-arrestin complementation, luminescence; percent of melanotan II response, DMSO zero. activation, % at 8.9 µM. 360,000 compounds, 0.98% hits. AID 540308;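 active = activation above a per-plate cutoff, the mean activation of sample wells on that plate plus 3 SD, cut at about 8% in these data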
PDI turbidity: PDI (human) enzyme inhibition; PDI insulin aggregation turbidity, A650, 90 min; inhibition, % at 10 µM; 350,000 compounds, 0.052% hits;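 active = mean inhibition across replicates of 30% or more, whatever share of single replicates reach that level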;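 note: absorbance from insulin aggregation driven by PDI reduction with DTT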
The depositor's hits bear a star; . = not tested or not shown.

The opening ten entries, ahead of the listing:
SMILES | ABHD5 PLIN5 PPI | Cardio protect | m5-HT2A agonist | MC4R antagonist | N-glyco inh | Exocytosis inh | ABCB6 inh 2 | CaV13 FRET inh | MC4R barr agon | PDI turbidity
CCOC(=O)N1CCN(C(=O)c2cc3ccc(OC)cc3[nH]2)CC1 | -4 | -5 | 0 | 9 | 0 | 0 | 91 | -17 | -2.3 | -2
COC(=O)c1oc2c(c1C)C1(CCC2)SCCS1 | -6 | -15 | -1 | 9 | 1 | 0 | 96 | -8 | 1.9 | -7
CS(=O)(=O)c1ccc(-c2nnc(NC(=O)c3ccc(S(=O)(=O)N4CCCC4)cc3)o2)cc1 | -4 | -5 | 2 | 2 | -1 | -3 | 96 | -6 | -1.2 | 1
CC(CN1CCCC1)OC(=O)c1ccc(Cl)cc1 (centres undefined) | 3 | -4 | -7 | -1 | -1 | -3 | 100 | -1 | -2.6 | 11
CC(Cc1c[nH]c2ccccc12)C(=O)N1CCN(c2ccccc2F)CC1 (centres undefined) | -13 | -4 | 7 | 13 | -1 | 13 | 101 | -4 | 0.8 | 2
Cc1ccc(S(=O)(=O)Nc2cc(C(F)(F)F)ccc2N2CCOCC2)c(C)c1 | -2 | -4 | -1 | 3 | -12 | 11 | 91 | -5 | 0.1 | -7
CCN(CC(=O)N1CCN(Cc2ccccc2)CC1)S(=O)(=O)c1ccccc1 | -1 | 0 | -2 | 2 | 0 | 11 | 103 | . | -1.6 | -1
COc1cccc(NC(=O)Cc2nnc(SCC(=O)NC(C)c3ccccc3)n2C)c1 (centres undefined) | -1 | 4 | 0 | 4 | 0 | 0 | 97 | -3 | -2.7 | 4
Cc1cc(=O)n2nc(-c3ccccc3)sc2c1C#N | -3 | 3 | -4 | 1 | 1 | -3 | 95 | -6 | -0.1 | -6
O=C(NCCc1ccccc1)C1CCCN1C(=O)Nc1ccccc1 (centres undefined) | -2 | 0 | -7 | 16 | 0 | -1 | 101 | 2 | -1.2 | -9

This part in full, from the first entry:
SMILES | ABHD5 PLIN5 PPI | Cardio protect | m5-HT2A agonist | MC4R antagonist | N-glyco inh | Exocytosis inh | ABCB6 inh 2 | CaV13 FRET inh | MC4R barr agon | PDI turbidity
CCOC(=O)N1CCN(C(=O)c2cc3ccc(OC)cc3[nH]2)CC1 | -4 | -5 | 0 | 9 | 0 | 0 | 91 | -17 | -2.3 | -2
COC(=O)c1oc2c(c1C)C1(CCC2)SCCS1 | -6 | -15 | -1 | 9 | 1 | 0 | 96 | -8 | 1.9 | -7
CS(=O)(=O)c1ccc(-c2nnc(NC(=O)c3ccc(S(=O)(=O)N4CCCC4)cc3)o2)cc1 | -4 | -5 | 2 | 2 | -1 | -3 | 96 | -6 | -1.2 | 1
CC(CN1CCCC1)OC(=O)c1ccc(Cl)cc1 (centres undefined) | 3 | -4 | -7 | -1 | -1 | -3 | 100 | -1 | -2.6 | 11
CC(Cc1c[nH]c2ccccc12)C(=O)N1CCN(c2ccccc2F)CC1 (centres undefined) | -13 | -4 | 7 | 13 | -1 | 13 | 101 | -4 | 0.8 | 2
Cc1ccc(S(=O)(=O)Nc2cc(C(F)(F)F)ccc2N2CCOCC2)c(C)c1 | -2 | -4 | -1 | 3 | -12 | 11 | 91 | -5 | 0.1 | -7
CCN(CC(=O)N1CCN(Cc2ccccc2)CC1)S(=O)(=O)c1ccccc1 | -1 | 0 | -2 | 2 | 0 | 11 | 103 | . | -1.6 | -1
COc1cccc(NC(=O)Cc2nnc(SCC(=O)NC(C)c3ccccc3)n2C)c1 (centres undefined) | -1 | 4 | 0 | 4 | 0 | 0 | 97 | -3 | -2.7 | 4
Cc1cc(=O)n2nc(-c3ccccc3)sc2c1C#N | -3 | 3 | -4 | 1 | 1 | -3 | 95 | -6 | -0.1 | -6
O=C(NCCc1ccccc1)C1CCCN1C(=O)Nc1ccccc1 (centres undefined) | -2 | 0 | -7 | 16 | 0 | -1 | 101 | 2 | -1.2 | -9
O=C(O)C1CCCN(S(=O)(=O)c2ccc(-c3ccc(=O)[nH]n3)s2)C1 (centres undefined) | 11 | -6 | -2 | -5 | 0 | -2 | 98 | -6 | 1.6 | 1
COc1ccc(NC(=O)CCn2cccc2)c(OC)c1 | 7 | 13 | 4 | -4 | 1 | -3 | 97 | -2 | 0.3 | 3
Cn1c(N)c(C(=O)COC(=O)c2ccco2)c(=O)n(C)c1=O | -3 | 14 | 2 | 0 | 3 | -2 | 112 | . | -1.1 | -1
CC(C)NC(=O)/C(C#N)=C/c1ccc(N(C)C)o1 | 12 | 14 | -1 | -38 | 3 | -2 | 129 | -18 | -2.2 | -9
O=C(Nc1c2c(nn1-c1ccccc1)CS(=O)(=O)C2)C1CC1 | -2 | -1 | -4 | -1 | 1 | 7 | 97 | -12 | -0.5 | -1
Cc1cc(C(=O)NNC(=O)c2ccc(F)cc2)c(C)s1 | 11 | -2 | 6 | 2 | 2 | -3 | 98 | -6 | 2.7 | -7
O=C(O)CCC(=O)Nc1nc2ccccc2s1 | 10 | 9 | 1 | 7 | 3 | -4 | 94 | -5 | 0.2 | -3
CS(=O)(=O)N1CCN=C1SCc1ccc(F)cc1 | 3 | -1 | 8 | -3 | 5 | -3 | 93 | -3 | -0.9 | -1
O=C(N/N=C(\Cc1ncc[nH]1)c1ccccc1)c1cccnc1 | -5 | 13 | -1 | -6 | 0 | 0 | 97 | 3 | 2.3 | 2
Cc1cc(S(=O)(=O)NCc2ccccc2)ccc1OCC(=O)NCC1CCCO1 (centres undefined) | -4 | -4 | -1 | 10 | -1 | 0 | 98 | -3 | -1.1 | 5
Cc1cc(C)n(CC(=O)NNC(=O)C2CC(=O)N(Cc3ccccc3Cl)C2)n1 (centres undefined) | -4 | 0 | -1 | 2 | -2 | -2 | 97 | -5 | -2.7 | 5
CCOC(=O)N1CCN(C(=O)c2cnn3ccccc23)CC1 | 10 | -2 | 10 | 13 | 0 | -1 | 95 | -7 | 0.2 | 0
CC1(C)Cc2c(c(N3CCOCC3)nc3sc(C(=O)Nc4ccc(Cl)cc4)c(N)c23)CO1 | -8 | 4 | -7 | 19 | 0 | 12 | 98 | -2 | -1.5 | 8
CCCCN(C)CCNC(=O)C(NC(=O)C1CCC(C)CC1)C(C)C (centres undefined) | -1 | 1 | -3 | 7 | 0 | 17 | 102 | 8 | 3.6 | 4
Cc1ccc(C(=O)C[n+]2cc(-c3ccc(C)cc3)n3c2CCCCC3)cc1 | 2 | -11 | -6 | 2 | 1 | 11 | 89 | -4 | -1.9 | -1
COCC(C)N1CCC(Oc2ccc(C(=O)N3CCCC3)cc2)CC1 (centres undefined) | 1 | -1 | -2 | 8 | 0 | 2 | 93 | -6 | -0.6 | 7
C/C(CC(=O)Nc1ccc([N+](=O)[O-])cc1)=N/NC(=O)C1C2CCCCC21 (centres undefined) | 13 | 2 | -11 | 12 | 2 | -4 | 91 | -4 | -2.1 | 4
CN1CCN(CCCCOc2ccc(F)cc2)CC1 | 2 | 8 | -8 | 5 | 2 | -1 | 101 | -4 | 0.2 | 4
CC12CCC(C(=O)N3CCCCC3)(CC1=O)C2(C)C (centres undefined) | -3 | 2 | -2 | 1 | 2 | -3 | 103 | -4 | -2.3 | -2
Cc1cc(C(F)F)nn1CC(=O)NC1CCCC1 | 2 | -2 | -5 | 5 | 1 | 0 | 88 | -6 | -5.2 | -3

Some values from above:
C/C(CC(=O)Nc1ccc([N+](=O)[O-])cc1)=N/NC(=O)C1C2CCCCC21 (centres undefined) – MC4R antagonist = 12
CC12CCC(C(=O)N3CCCCC3)(CC1=O)C2(C)C (centres undefined) – MC4R barr agon = -2.3

(list continues)
SMILES | ABHD5 PLIN5 PPI | Cardio protect | m5-HT2A agonist | MC4R antagonist | N-glyco inh | Exocytosis inh | ABCB6 inh 2 | CaV13 FRET inh | MC4R barr agon | PDI turbidity
CNc1cc(=O)n(C)c(=O)n1-c1ccccc1 | 0 | 2 | -1 | 6 | -1 | 0 | 99 | -4 | -3.2 | 1
Cc1ccc(C(=O)NC(=S)Nc2ccc(N3CCOCC3)cc2)c(C)c1 | 0 | -13 | 2 | 9 | -8 | -3 | 102 | 3 | -1.5 | 10
O=C(Nc1ccc(OC(F)(F)F)cc1)N1CCN(c2ccnc3cc(Cl)ccc23)CC1 | -7 | -12 | 7 | 13 | -13 | 4 | 94 | -4 | 2.2 | 1
O=C(NCc1ccccc1)[C@@H]1CCCN1C(=O)[C@@H]1CCCN1C(=O)c1cccc2ccccc12 | -4 | . | 3 | . | . | -9 | 101 | -10 | . | .
COc1ccc(S(=O)(=O)/N=C2/NC(=O)/C(=C\c3cc(OC)c(OC)cc3[N+](=O)[O-])S2)cc1 | 4 | -6 | -1 | 11 | 2 | 0 | 100 | -5 | -0.8 | 5
Cc1cccnc1NC(=O)/C=C/c1ccc2c(c1)OCO2 | -5 | 3 | 0 | 4 | -6 | -3 | 97 | -8 | -1.8 | 10
O=C(NCC(c1ccco1)N1CCN(c2ccccc2)CC1)C1CCCCC1 (centres undefined) | 8 | 1 | 8 | 8 | 0 | -1 | 99 | -11 | -0.8 | 6
Cc1ccccc1OCC(=O)NNC(=O)CSc1nc(N)cc(N)n1 | -4 | 5 | 4 | -5 | 3 | 3 | 102 | -4 | -1.5 | -2
COc1ccc(CCN2C(=O)c3ccccc3NC2c2cc(Cl)c(O)c(OC)c2)cc1 (centres undefined) | 0 | 7 | -10 | -4 | 23 | 77* | 102 | -2 | -0.9 | -9
O=C(CN1CCC(C(=O)c2ccc(F)cc2)CC1)Nc1ccccc1Cl | -8 | -3 | -7 | -5 | -3 | 5 | 100 | -7 | 3.5 | -9
CN(c1ccc(F)cc1)S(=O)(=O)c1ccc(Cl)c(C(=O)NCC2CCCO2)c1 (centres undefined) | 2 | -1 | 0 | -2 | -1 | -3 | 98 | -7 | -1.7 | -1
COC(=O)CN1C(c2ccccc2)=Nc2ccc(Cl)cc2C1c1ccccc1 (centres undefined) | 0 | 2 | 0 | 3 | -3 | 0 | 95 | -3 | -0.2 | -2
COC(=O)Cc1c(C)c2ccc(OCC(=O)N(C)C)cc2oc1=O | 1 | -1 | -2 | -3 | 1 | 0 | 92 | -3 | -0.3 | 1
O=C(C1CCN(C2CCN(Cc3ccc4c(c3)CCO4)CC2)CC1)N1CCCC1 | 5 | 0 | 5 | 5 | 1 | 2 | 100 | -14 | 2.7 | 0
Cc1ccc(/C=C/C(=O)O)cc1S(=O)(=O)NC1CCS(=O)(=O)C1 (centres undefined) | 0 | 4 | 3 | 1 | 2 | 1 | 106 | -5 | -1.2 | 2
CCOc1ccc(CCNC(=O)CCNS(=O)(=O)c2ccc3c(c2)CCN3C(C)=O)cc1OCC | -3 | -1 | -5 | 5 | -1 | 2 | 103 | -1 | -1.3 | 4
O=C(Nc1nc2ccccc2[nH]1)C12CC3CC(CC(C3)C1)C2 | -10 | -25 | 1 | 8 | -3 | -2 | 112 | -2 | -1.9 | 1

Source: PubChem (several laboratories)
